Bioassay records (PubChem BioAssay)
LDHA block = blocks human lactate dehydrogenase A. P00338. purified LDHA, NADH/diaphorase-resazurin fluorescence; stronger effect = lower value. activity change, % (values are at about 110 or 230 µM). hit rate 0.15% among 480,000. AID 1347041; in the data active = activity change below about -30%;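 also: plate controls were DMSO wells for no effect and wells without enzyme for full effect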
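Human LDH5 at 2 nM final in Tris HCl pH 7.4 with 0.06 mM NADH and 0.2 mM pyruvate, reacted 5 minutes at room temperature. Remaining NADH coupled via diaphorase/resazurin; resorufin fluorescence read at 0 and 20 minutes, normalized to enzyme-free and DMSO wells.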
* hit, by the source's call. A portion of the library; rates above refer to the full screens.

SMILES	LDHA block
COc1cccc(Nc2nc(-c3ccc(CC(=O)N4CCOCC4)s3)cs2)c1	1
Cc1ccc(NC(=O)CCc2c[nH]c3ccccc23)cc1C	-6
NC(N)=NCc1ccc(F)cc1	-1
CC(=O)N1CCN(C(=O)Cn2c(NCc3ccccc3)nc3ccccc32)CC1	1
COCCCNC(=O)Cc1c(C)c2c(OC)cc(C)cc2oc1=O	10
CC(C)C(=O)Nc1ccc(CNC(=O)c2cc[n+]([O-])cc2)cc1	1
CCN1CCn2c(nc3cc(NC(=O)Cn4nc(C)c5ccccc5c4=O)ccc32)C1	2
Cc1cccc(-c2nnc(SCC(=O)Nc3cc(F)ccc3C)n2N)c1	4
COC(=O)[C@]12CCCCC=C1N(CCc1ccc(OC)c(OC)c1)C(=O)[C@H](CC(=O)N1CCSCC1)C2	-6
CC(=O)Nc1cccc(C(=O)NCc2nc(C)cs2)c1	1
COc1cccc(/C=C(/C#N)C(=O)c2c[nH]c3cc(F)ccc23)c1	7
COC(=O)C(C(=O)OC)C(CC(C(C(=O)OC)C(=O)OC)C(C(=O)OC)C(=O)OC)c1cc(OC)ccc1Br (centres undefined)	3
C=CCOc1ccccc1C(=O)Nc1ccc(C#N)cc1	4
Cc1nc(-c2ccsc2)sc1C(=O)NCc1ccccc1	6
NC(=O)CCN(C(=O)c1ccc(Br)cc1)c1ccc(F)cc1	-5
COc1cc2c(cc1OC)C(=O)C(Sc1nnc(-c3ccccc3F)o1)C2 (centres undefined)	1
CC(C)(C)c1ccc(OCC(O)CNS(=O)(=O)Cc2ccccc2)cc1 (centres undefined)	13
COc1cccc(OC)c1C(=O)Nc1ccc2oc(=O)ccc2c1	-3
O=C1CC(c2ccccc2O)Cc2nc(N3CCN(c4cccc(C(F)(F)F)c4)CC3)ncc21 (centres undefined)	4
O=C(NC1CCCCCC1)c1nn(-c2ccccc2)c(=O)c2ccccc12	-2
O=C(c1ccc2c(c1)nc1n2CCCCC1)N1CCN(c2ccccc2)CC1	-1
COc1cc(/C=C/c2ccc3cccc(O)c3n2)ccc1OC(C)=O	1
CCN(CC)S(=O)(=O)c1ccc(N)c(N)c1	-4
CNCCCNC(=O)/C=N/O	-8
CC(=O)c1ccc(OCc2ccc(Cl)cc2Cl)cc1	0
(listing goes on)
SMILES	LDHA block
O=C(CN1CCN(CC(=O)Nc2ccccc2C(=O)c2ccccc2)CC1)Nc1ccc(F)cc1	-32*
Cc1oc(-c2cccc(Cl)c2)nc1CNC(=O)Nc1ccc(Cl)cc1	4
CN1CCC(NC(=O)c2cccc3ccccc23)CC1	6
Nn1nc(-c2ccccc2)nc1-c1ccccc1	-2
CCCCn1nnnc1C1(C)CCC(=O)N1CCc1ccc(OC)c(OC)c1 (centres undefined)	-3
Cc1cccc(NC(=O)CN2CCN(C(=O)NCc3ccccc3Cl)CC2)c1C	0
N#Cc1ccc(NCc2c(F)cccc2Cl)cc1	7
O=C(Nc1nc(-c2cc3ccccc3oc2=O)cs1)c1ccc([N+](=O)[O-])cc1	8
COC(=O)CNc1ccc(C(=O)OC)cc1	11
O=C(COc1ccc(Cl)cc1)c1ccc(Cl)cc1Cl	12
CCc1nc(CC(=O)Nc2ccc(C)cc2)sc1C	1
O=C(NCCc1ccccn1)c1ccc(I)cc1	1
CCOc1cc(NC(=O)c2ccc(Cn3cc(Br)cn3)cc2)ccc1OC(F)F	-2
COC(=O)c1ccc2nc(-c3ccco3)c(Cc3cccc(Cl)c3)n2c1	3
CCOC(=O)N1CCN(C(=O)Cn2c(=O)[nH]c3ccccc3c2=O)CC1	-1
CCNC(=O)NC(=O)CN1CCCC(c2nc3ccccc3o2)C1 (centres undefined)	9
CC1=C(C(=O)N2CCOCC2)CC(CC(=O)NCCc2ccccn2)C(=O)N1CCCN1CCCC1=O (centres undefined)	-1
COc1cc(C2CC(=O)Nc3c2c(C)nn3-c2ccc(C)cc2)cc(OC)c1O (centres undefined)	95
CCCn1c(=O)n(CC(=O)Nc2ccc(C)c(F)c2)c(=O)c2c1nc(C)n2CCOC	0
C(=N\N=C1c2ccccc2-c2ccccc21)/c1cccs1	1
COc1cccc(CNC(=O)[C@@H]2CCCN2C(=O)[C@@H]2CCCN2C(=O)c2ccc(Cl)cc2)c1	0
CCCCn1cnc2c1c(=O)n(CC(=O)Nc1ccccc1OC)c(=O)n2CCCC	-9
COc1ccc(Nc2nc3ccccc3nc2-n2nc(C)cc2C)cc1Cl	-16
CCn1ncc(-c2cc(C(=O)O)c3ccccc3n2)c1C	4
COc1cccc(COc2ccc3c(=O)c(-c4ccccc4OC)coc3c2)c1	3

Reprinted at random: 3 records from the list
SMILES	LDHA block
CCN1CCn2c(nc3cc(NC(=O)Cn4nc(C)c5ccccc5c4=O)ccc32)C1	2
COC(=O)[C@]12CCCCC=C1N(CCc1ccc(OC)c(OC)c1)C(=O)[C@H](CC(=O)N1CCSCC1)C2	-6
O=C(COc1ccc(Cl)cc1)c1ccc(Cl)cc1Cl	12

Carrying on.
SMILES	LDHA block
CC(C)(C)C(=O)Nc1cccc(NCC(=O)NC2(C#N)CCCC2)c1	7
Cc1oc(-c2nc(C#N)c(N(C)Cc3ccccc3)o2)cc1S(=O)(=O)N(C)C	2
Cc1c(C)c(C)c(C(=O)O)c(C)c1C	-1
C=C(C)COc1cccc(N)c1	17
C=CCNC(=O)Nc1cc(NC(=O)Nc2ccccc2)ccc1C	-1
COc1ccc(C(=O)Cn2c(C)cc(=O)n3c4ccccc4nc23)cc1OC	3
CCC1CCCN(Cc2nc(N)c3ccccc3n2)C1 (centres undefined)	-7
Cc1ccc(-n2nc(C)cc2NC(=O)CSc2nnnn2-c2cc(C)cc(C)c2)cc1	-2
COc1ccc(Cl)cc1-c1nc(SCC(=O)N2CCCC2)n[nH]1	-2
C/C=C(\C)C(=O)OC1Cc2cc3ccc(=O)oc3cc2OC1(C)C (centres undefined)	-3
Cn1nc(C(C)(C)C)cc1-c1nn2c(-c3ccco3)nnc2s1	6
Cc1ccc(-c2nc(C#N)c(N3CCN(C(=O)c4ccco4)CC3)o2)cc1	1
Cc1ccc(NC(=O)c2n[nH]c(=O)c3ccccc23)cc1F	-1
COc1ccc(C2=NC(C(F)(F)F)(C(F)(F)F)N=C(N(C)C)O2)cc1	-3
CC(c1ccc(S(C)(=O)=O)cc1)N(C)S(=O)(=O)c1cc(Cl)cc(Cl)c1 (centres undefined)	4
Cn1c(=O)n(C)c2cc(Sc3ccccc3Cl)c(NS(C)(=O)=O)cc21	-5
Cc1nc(-c2ccc(S(=O)(=O)Nc3ccc(Cl)cc3C)cc2)co1	8
Cn1c(-c2ccccc2)c(/C=N/Nc2ccc(S(=O)(=O)Nc3ccccc3)cc2[N+](=O)[O-])c2ccccc21	-3
Cc1cc2nc(SCC(=O)Nc3cc(C(F)(F)F)ccc3Cl)[nH]c(=O)c2[nH]1	-8
O=C(CSc1ccc2c(c1)OCCCO2)NC(c1ccccc1)c1cccs1 (centres undefined)	-1
Cc1ccc(C(=O)NCC(O)c2ccc(F)cc2F)cn1 (centres undefined)	-13
CN(C)S(=O)(=O)c1cccc(C(=O)NCC2COc3ccccc3O2)c1 (centres undefined)	-22
Cc1ccc(NC(=O)c2c[nH]c3ccccc23)cc1I	0
CC1(c2ccc(C#N)cc2)NC(=O)N(Cc2coc(-c3cccs3)n2)C1=O (centres undefined)	3
CC(C)C(N)c1ccccc1 (centres undefined)	2

Look-ups from above:
Entry for `Cn1c(=O)n(C)c2cc(Sc3ccccc3Cl)c(NS(C)(=O)=O)cc21` in LDHA block: -5
Entry for `C=C(C)COc1cccc(N)c1` in LDHA block: 17
Entry for `Cc1ccc(-n2nc(C)cc2NC(=O)CSc2nnnn2-c2cc(C)cc(C)c2)cc1` in LDHA block: -2

Remaining list, next part.
SMILES	LDHA block
Cc1ccc2[nH]c(C(=O)NCc3ccccc3C)cc2c1	2
CC(C)C[C@@H](CN1CCC[C@H]1CN1C(=O)C(=O)NC[C@@H]1Cc1ccc(O)cc1)N1C[C@H](Cc2ccccc2)N(CCc2ccccc2)C(=O)C1=O	1
C=C1C[C@@H]2C[C@@H]2CN(S(=O)(=O)c2ccc(C)cc2)[C@@H]1COCc1ccccc1	2
COc1ccc(-c2coc3cc(OCC(=O)NCc4cccc(Cl)c4)ccc3c2=O)cc1OC	-3
COc1ccc(/C=C/C(=O)OCc2cc(=O)oc3cc(C)ccc23)cc1	0
CC(C#N)CN(C)C(=O)CNC(=O)NCc1ccco1 (centres undefined)	-3
O=C(OCc1nc2ccccc2o1)c1ccc(Cl)c(S(=O)(=O)N2CCCCCC2)c1	0
CCOc1cc(/C=C/c2ncc(C(=O)O)s2)cc(Br)c1OC	-8
Clc1ccc(N/N=C/c2cccc(Br)c2)cc1Cl	9
CCC(=O)Nc1ccc(C(=O)NN=C(C)C)cc1	1
COC(=O)c1ccccc1NC1c2ccccc2C(=O)N1Cc1ccccc1Cl (centres undefined)	2
Cc1cccc2[nH]c(C(=O)O)cc12	-6
O=C(Nc1cc(Cl)ccc1F)c1cccc2ccccc12	4
Cc1ccc(SCCNC(=S)NC2CC2)cc1	-1
O=C(COC(=O)c1cccc(S(=O)(=O)N2CCCCC2)c1)NCc1ccc2c(c1)OCO2	0
N#CC1=C(N)Oc2cc(O)ccc2C1c1ccc(OCc2ccc(Br)cc2)cc1 (centres undefined)	4
CCCCCCCCCCOc1ccc(OC(=O)c2cccnc2)cc1	-2
O=C(NC(c1ccccc1)c1ccccc1)c1cc(=O)c2ccccc2o1	6
Cn1cnc(CCNC(=O)C[C@H]2CC[C@@H]3[C@H](COC[C@H](O)CN3C(=O)C3CCCC3)O2)c1	-8
COc1ccccc1Nc1nc(N)nc(CN2CCN(c3cnccn3)CC2)n1	1
Cc1cccc(CN2CCN(c3nc4c(c(=O)[nH]c(=O)n4C)n3CCc3ccccc3)CC2)c1	5
Cc1ccc2nc(-c3ccccn3)cc(C(=O)O)c2c1	2
N#Cc1ccc(OCCSc2ccc3c(c2)OCCO3)cc1	-2
CC(C)Sc1ccc2nn(CC(=O)Nc3ccc(F)cc3Cl)c(=O)n2n1	-10
COc1ccc(-c2nnc3sc(-c4cc(C(C)(C)C)nn4C)nn23)cc1OC	2

By substructure, the entries above containing two or more sulfur atoms
SMILES	LDHA block
COc1cccc(Nc2nc(-c3ccc(CC(=O)N4CCOCC4)s3)cs2)c1	1
Cc1nc(-c2ccsc2)sc1C(=O)NCc1ccccc1	6
CC(c1ccc(S(C)(=O)=O)cc1)N(C)S(=O)(=O)c1cc(Cl)cc(Cl)c1 (centres undefined)	4
Cn1c(=O)n(C)c2cc(Sc3ccccc3Cl)c(NS(C)(=O)=O)cc21	-5
O=C(CSc1ccc2c(c1)OCCCO2)NC(c1ccccc1)c1cccs1 (centres undefined)	-1
Cc1ccc(SCCNC(=S)NC2CC2)cc1	-1

Further entries
SMILES	LDHA block
Cc1csc(SCC(=O)C(C)(C)C)n1	-4
O=C(O)c1cccc(S(=O)(=O)Nc2cc(F)ccc2OCC(F)(F)F)c1	-6
Cc1c(-c2ccccc2)oc2c(C(=O)NC3CC3)cccc2c1=O	-10
COc1ccc2c(C)c(CCC(=O)NCCCN3CCOCC3)c(=O)oc2c1	5
CCCn1nc(C(=O)OCC(=O)Nc2ccc(Cl)c(C(F)(F)F)c2)c2ccccc2c1=O	7
CCOC(=O)c1sc2nc(CC(=O)OC)nc(Nc3ccc(Cl)cc3)c2c1C	1
